# MC4R antagonist = blocks human MC4R cAMP signaling; AID 540295; P32245; inhibition, % at 6.5 µM; 360,000 compounds, 0.48% hits; MC4R-expressing cells, MTII-stimulated cAMP, LANCE TR-FRET;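 active = inhibition above its plate's cutoff, the mean of tested wells on that plate plus 3 SD, cut at about 29% in these data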;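 note: 0% = Melanotan II alone and 100% = Melanotan II plus saturating MCL0020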
#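 Material – human MC4R-expressing U2OS cells · Repeats – no replicates · Detection – TR-FRET with Eu-cAMP and labeled anti-cAMP, 671 nm · Times – compound 30 min, challenge 1 h, detection 1 h · Compound – single nominal compound dose of 6.5 µM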
# Glyco luc inh = blocks N-linked glycosylation in D54 reporter cells | D54 ERlucT glycosylation luciferase reporter, 24 h; percent of 100 nM tunicamycin response | reporter increase, % at 12.5 µM | 360,000 compounds, 0.23% hits | AID 588692;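 active = mean luciferase reporter signal, scaled so untreated is 0 and the glycosylation-blocking control 100, at or above a set limit in every replicate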;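 note: luciferase carries N-glycosylation sites so blocking glycosylation raises the light; 0% = median of neutral control wells and 100% = median of 100 nM tunicamycin wells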
# NOD2 RIPK2 PPI = inhibitors of human NOD2-RIPK2 interaction; O43353; CHO BLA complementation NOD2-RIPK2, CCF4 ratio; inhibition, % at 4.98 µM; 360,000 compounds, 0.38% hits; AID 624267; in the data active = inhibition above about 21%;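 note: 0% = vehicle only and 100% = reference blocker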
# ABHD5 PLIN5 PPI = ABHD5-PLIN5 protein interaction inhibition; Q00G26+Q8WTS1; Split G. princeps luciferase complementation, luminescence, 4 h; inhibition, % at 4 µM; 360,000 compounds, 0.78% hits; AID 602281;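 active = inhibition above the mean inhibition across every tested compound plus 3 SD, cut at about 22% in these data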;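 note: 0% = DMSO only wells and the 100% control is not disclosed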
# Target sequence (Q00G26 whole entry, looked up): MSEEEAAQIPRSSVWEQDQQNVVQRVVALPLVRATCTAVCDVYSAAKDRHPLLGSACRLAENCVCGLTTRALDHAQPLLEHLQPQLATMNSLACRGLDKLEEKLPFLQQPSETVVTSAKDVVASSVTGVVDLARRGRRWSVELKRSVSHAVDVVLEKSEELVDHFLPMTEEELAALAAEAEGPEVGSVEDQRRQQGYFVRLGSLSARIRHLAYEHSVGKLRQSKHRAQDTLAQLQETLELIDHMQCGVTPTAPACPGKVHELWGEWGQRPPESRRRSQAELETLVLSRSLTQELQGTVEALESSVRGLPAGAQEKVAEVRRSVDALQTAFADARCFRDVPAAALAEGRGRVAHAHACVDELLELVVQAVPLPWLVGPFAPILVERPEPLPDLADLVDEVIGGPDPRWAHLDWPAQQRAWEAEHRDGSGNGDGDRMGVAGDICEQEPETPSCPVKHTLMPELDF
# Target sequence (Q8WTS1 whole entry, looked up): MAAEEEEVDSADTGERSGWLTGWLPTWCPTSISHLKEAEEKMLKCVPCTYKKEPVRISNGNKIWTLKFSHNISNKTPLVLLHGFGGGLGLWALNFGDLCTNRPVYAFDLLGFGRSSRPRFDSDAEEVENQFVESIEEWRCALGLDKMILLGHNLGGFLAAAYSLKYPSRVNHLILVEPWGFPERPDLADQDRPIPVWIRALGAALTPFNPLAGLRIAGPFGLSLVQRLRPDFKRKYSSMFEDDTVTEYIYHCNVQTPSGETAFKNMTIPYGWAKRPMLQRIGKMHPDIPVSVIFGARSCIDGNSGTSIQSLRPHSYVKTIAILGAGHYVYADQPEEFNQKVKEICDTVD
# aDG glyco act = alpha-DG glycosylation activation; Pro5-aDG cells, alpha-DG glycosylation AlphaScreen (IIH6); 0% Pro5, 100% B10-LARGE cell signal; activation, % at 10 µM; 360,000 compounds, 0.22% hits;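 active = activation of at least 8% versus controls, or a plate z-score of at least 8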;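 note: Pro5 are CHO cells carrying HIG-tagged alpha-DG that lacks glycosylation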
# MC4R ag barr = activates human MC4R beta-arrestin recruitment; AID 540308; 360,000 compounds, 0.98% hits; U2OS MC4R beta-arrestin complementation, luminescence; percent of melanotan II response, DMSO zero; activation, % at 8.9 µM;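 active = activation above a per-plate cutoff, the mean activation of sample wells on that plate plus 3 SD, cut at about 8% in these data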
# ABCB6 inh 2 = blocks the human ABCB6 transporter; Q9NP58; K562-ABCB6 porphyrin accumulation, flow cytometry, 1 h; stronger effect = lower value; fluorescence ratio to DMSO, % at 10 µM; 360,000 compounds, 0.19% hits;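 active = fluorescence ratio to DMSO below 75%, the collection mean minus 3 SD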;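 note: signal is porphyrin accumulated inside mitochondria; 100% equals median channel fluorescence of DMSO control wells; lower ratio means ABCB6 inhibition with less porphyrin fluorescence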
# Vif imaging = HIV Vif inhibition | HEK293T cells, Vif self-association by quenched fluorescence, imaging, 24 h | inhibition, % at 7.49 µM | 340,000 compounds, 0.35% hits | AID 602346; in the data active = inhibition above about 50%, passing the limit was not always enough; note: some results filed as inactive read as strong as hits
# Exocytosis inh = blocks lytic granule exocytosis; 360,000 compounds, 0.66% hits; inhibition, % at 10 µM; TALL-104 LAMP-1 surface exposure, flow cytometry; cells stimulated with thapsigargin and PMA;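 active = inhibition above about 55%, limit read from the data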
# TLR9-MyD88 block = blocks human TLR9 binding to MyD88; 340,000 compounds, 0.21% hits; Q9NR96+Q99836; CHO BLA complementation TLR9-MyD88, CCF4 FRET ratio; inhibition, % at 4.98 µM;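 active = inhibition above the mean over all tested compounds plus 3 SD, cut at about 21% in these data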;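 note: 0% = DMSO only wells and 100% = clavulanate BLA inhibitor control wells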
# * marks the source's active call; other numbers are inactive results; / = no result given. An excerpt; rates above refer to the full screens.
SMILES,MC4R antagonist,Glyco luc inh,NOD2 RIPK2 PPI,ABHD5 PLIN5 PPI,aDG glyco act,MC4R ag barr,ABCB6 inh 2,Vif imaging,Exocytosis inh,TLR9-MyD88 block
O=C(CSc1cccc2cccnc12)NCc1ccco1,4,-2,0,-1,-0.1,-0.5,97,2,0,-3
S=C(NCCN1CCOCC1)Nc1ccccc1Cl,12,-1,-15,7,0.3,-0.3,99,-2,-1,1
C=CCn1c(C(c2ccccc2)c2ccccc2)n[nH]c1=S,19,2,5,-4,-0.2,-0.4,102,-2,2,5
Cc1cccc(N2C(=O)C(CC(=O)Nc3cccc(F)c3)N(CCc3ccncc3)C2=O)c1 (stereo unspecified),12,1,-1,2,0.0,-0.7,97,-3,2,-1
CC1CCCCC1N1CN=C(Nc2nc3ccccc3s2)NC1 (stereo unspecified),-5,10,-13,-6,-0.3,1.6,106,2,4,-7
CC1=C(C(=O)Nc2ccccc2C)C2(CCCC2)C(C(N)=O)C(=O)N1 (stereo unspecified),5,1,-2,-4,0.2,-1.4,100,13,-3,0
O=C(Cc1ccccc1[N+](=O)[O-])N1CCc2ccccc2C1,3,-2,-9,6,0.1,-2.3,101,-1,-1,-2
Cc1ccccc1N(CC(=O)NCCSCc1ccco1)S(C)(=O)=O,13,2,-2,2,0.0,-1.8,100,1,-1,-5
Cc1ccccc1Nc1c(-c2ccccc2)nc2ncccn12,5,-1,-1,6,0.0,-0.3,96,-3,-5,-5
CCN(c1ccc(C)cc1C)S(=O)(=O)c1nnc(NC(=O)C(C)C)s1,1,-1,-11,-2,0.2,7.5,93,-5,-6,8
O=C(Nc1ccc(Cl)cc1Cl)N1CCN(c2ncccn2)CC1,10,-2,-3,2,0.4,-0.2,99,-9,6,-12
O=C(CSc1ncnc2ccccc12)NC1CCS(=O)(=O)C1 (stereo unspecified),2,-2,-5,-7,-0.2,1.2,97,6,0,-5
CNC(=O)c1cccc(NC(=O)c2ccccc2OCc2ccccc2)c1,-8,27*,-3,-6,0.0,-1.3,97,-6,63*,-16
Cc1cccnc1NC(=S)NCCc1ccccc1,1,-1,13,-1,0.6,-2.6,97,5,4,3
COc1cc(/C=C(\C#N)c2ccccn2)ccc1OCc1ccc(Cl)cc1,5,-3,4,2,-0.6,3.6,98,-9,0,-5
CCc1nc2c(OCc3c(C)noc3C)cccn2c1N(C=O)Cc1ccc(OC)cc1,13,1,-11,-3,0.9,-0.3,99,10,0,/
O=S(=O)(Nc1nc2ccccc2nc1N1CCc2ccccc2C1)c1ccc(Br)cc1,-2,-13,-2,-9,-0.1,1.6,113,-32,-2,-1
COc1ccc(C(=O)NNC(=O)C23CC4CC(CC(C4)C2)C3)c(OC)c1,1,0,3,3,0.1,-2.5,92,1,-4,-1
CCOc1ccc(NC(=O)Cc2ccc(NC3=NC4CS(=O)(=O)CC4S3)cc2)cc1 (stereo unspecified),20,2,0,-5,-0.4,0.7,98,12,3,10
Cc1ccc2[nH]cc(S(=O)(=O)c3ccc(C)c(C)c3)c(=O)c2c1,0,0,-7,5,0.2,-0.1,105,10,-1,-4
CCOC(=O)N1CCN(C(=O)CSc2ccc(C(=O)OC)cc2[N+](=O)[O-])CC1,1,0,-11,-20,0.1,-3.5,102,-13,22,-5
CCCN1CCN(CCCNC(=O)C2CCCN(c3nnc(-n4cccc4)s3)C2)CC1 (stereo unspecified),11,-3,-14,-2,0.2,3.1,106,3,-8,-5
COc1ccccc1NS(=O)(=O)c1ccc2c(c1)N(C(C)=O)CC(C)S2 (stereo unspecified),1,3,-8,-2,0.2,-1.2,99,-4,-2,-5
CC(C)P(=O)(c1cccc(C(=O)O)c1)C(C)C,2,1,-9,-4,-0.1,-2.5,98,6,-2,1
CCOc1cc(C(=O)N2CCN(C/C=C/c3ccccc3)CC2)cc(OCC)c1OCC,4,1,-4,-4,0.2,-1.4,67*,18,1,-3

# Rewritten with the structure last: 3 of the compounds above.
MC4R antagonist,Glyco luc inh,NOD2 RIPK2 PPI,ABHD5 PLIN5 PPI,aDG glyco act,MC4R ag barr,ABCB6 inh 2,Vif imaging,Exocytosis inh,TLR9-MyD88 block,SMILES
10,-2,-3,2,0.4,-0.2,99,-9,6,-12,O=C(Nc1ccc(Cl)cc1Cl)N1CCN(c2ncccn2)CC1
2,-2,-5,-7,-0.2,1.2,97,6,0,-5,O=C(CSc1ncnc2ccccc12)NC1CCS(=O)(=O)C1 (stereo unspecified)
-8,27*,-3,-6,0.0,-1.3,97,-6,63*,-16,CNC(=O)c1cccc(NC(=O)c2ccccc2OCc2ccccc2)c1

# Carrying on:
SMILES,MC4R antagonist,Glyco luc inh,NOD2 RIPK2 PPI,ABHD5 PLIN5 PPI,aDG glyco act,MC4R ag barr,ABCB6 inh 2,Vif imaging,Exocytosis inh,TLR9-MyD88 block
CCN1CCN(C(c2cccs2)C(C)NS(=O)(=O)c2ccc(F)cc2)CC1 (stereo unspecified),11,0,-1,5,-0.2,1.1,97,-2,0,-1
CC1(C2CC2)NC(=O)N(CC(=O)Nc2ccccc2F)C1=O (stereo unspecified),-3,1,-3,-6,-0.2,-2.1,97,-10,14,-1
C[C@@H](c1ccccc1)N1C[C@H](COCc2ccccc2)Oc2cc(N3CCC[C@H]3C(N)=O)ccc2S1(=O)=O,/,/,2,0,0.1,/,100,/,1,/
O=C(c1ccc([N+](=O)[O-])cc1)N(Cc1ccc(Cl)cc1Cl)N1C(=O)CCCC1=O,12,0,-7,-6,0.0,0.7,103,-3,-3,-15
CSC[C@H](NC(=O)COc1cc2c(c3oc(=O)cc(C)c13)CCC(C)(C)O2)C(=O)O,7,-2,2,6,-0.1,-1.9,93,-9,3,17
Cc1cnc(NC(=O)Nc2ccc(OCc3ccccc3)cc2)c(Br)c1,-4,-1,-1,-2,-0.1,-0.6,83,/,-4,5
CNC[C@H](CC1CCCCC1)NC[C@H](CO)NCCc1cccc(C(F)(F)F)c1,1,-9,7,1,0.2,1.2,97,-1,-13,-6
O=C(NCc1ccco1)C1CC(c2c(Cl)cccc2Cl)=NO1 (stereo unspecified),0,3,0,8,0.0,0.2,100,4,-5,-3
O=C(COC(=O)c1ccc[nH]c1=O)NC1CCCCCCC1,-4,7,-7,-5,0.0,-1.0,95,-5,-2,1
Cc1ccc(NC(=S)Nc2cccc3cnccc23)cc1C,4,-7,6,-32,2.6,4.4,102,-9,56*,-8
CCCNC(=O)c1ccc2c(=O)n(Cc3ccco3)c(=S)[nH]c2c1,3,-4,-2,-2,-0.3,-2.0,94,-2,0,6
COc1cc(Cl)ccc1OCc1cc(C(=O)N2CCCCCC2)no1,5,0,-5,2,0.9,-1.4,99,4,3,-12
O=C(NNS(=O)(=O)c1ccc(CCCl)cc1)C(O)(c1ccccc1)c1ccccc1,1,-3,-3,-13,0.0,-1.4,100,-4,2,-1
O=C(N/N=C\c1ccc(S(=O)(=O)O)o1)c1ccc2c(c1)OCO2,2,2,-8,1,-0.1,-1.1,100,0,-2,10
COc1ccc(NC(=O)C2=C(C)NC(=O)NC2c2cccs2)c(OC)c1 (stereo unspecified),10,4,-2,-9,0.0,-0.6,99,1,-6,6
CCNC(=O)CC1SC(=Nc2ccc(Cl)cc2)N(CC)C1=O (stereo unspecified),6,0,2,-5,-0.4,-2.4,90,5,16,9
Cc1ccc(NS(=O)(=O)c2ccc(C(=O)N3CCN(S(=O)(=O)c4ccccc4)CC3)cc2)cc1,5,-3,4,9,1.2,1.2,97,-3,-2,3
COc1cccc(Oc2ccc(S(=O)(=O)N3CCCC3)cc2[N+](=O)[O-])c1,1,0,-14,11,0.0,-0.6,91,-7,19,-5
CCN(C(=O)CN1CCCCCC1)c1c(N)n(Cc2ccccc2)c(=O)[nH]c1=O,7,0,-8,-5,0.3,0.4,108,3,0,-4
Cc1ccc(S(=O)(=O)N2CCCCC2)cc1C(=O)NC1CC(C)(C)NC(C)(C)C1,3,-1,-3,-1,0.7,0.1,97,-3,0,-1
COc1ccc(CNS(=O)(=O)c2c(C)[nH]c(C)c2C(=O)N2CCCC2)cc1,1,3,2,0,0.0,0.7,97,14,-8,-1
CC(O)CNc1nc2c(c(=O)n(Cc3ccc(Cl)cc3)c(=O)n2C)n1C (stereo unspecified),10,-2,4,6,-0.1,-1.6,97,0,3,-3
O=S(=O)(Nc1ccc(Cl)cc1)c1cccc2nsnc12,10,-1,6,3,0.1,-2.8,97,6,0,4
COc1ccccc1CNC(=O)CN1C(=O)NC2(CCOc3ccccc32)C1=O (stereo unspecified),2,1,-5,-1,0.3,-2.2,94,-4,3,4
Cc1nn(-c2ccccc2)c2sc(C(=O)N3CCCCC3)cc12,0,-3,-7,0,0.2,-1.5,97,-6,2,-4
Cc1ccc(S(=O)(=O)N(C)C)cc1-n1c(SCC(=O)N(C)C)nc2ccccc2c1=O,10,0,-13,4,-0.3,-0.7,98,5,5,7
CCOC(=O)N1CCc2c(sc(NC(=O)C3=COCCO3)c2C(N)=O)C1,-12,1,-8,6,0.3,-2.3,93,-14,-7,2
CCCC1(CCC)NC(=O)N(CC(=O)Nc2ccccc2OC)C1=O,3,0,2,-3,0.3,0.1,101,-2,-6,6
CC(C)(C)OC(=O)NCCCCCc1nnc(SCc2c(F)cccc2Cl)o1,6,-1,-1,-5,0.2,-1.5,92,-5,2,6
COC(=O)c1cccc(NC(=O)NC2CCCN2S(=O)(=O)c2ccc(Cl)cc2)c1 (stereo unspecified),1,1,3,1,-0.3,3.5,94,5,2,-16

# 2 of these compounds, set out differently.
# Values run as follows: MC4R antagonist	Glyco luc inh	NOD2 RIPK2 PPI	ABHD5 PLIN5 PPI	aDG glyco act	MC4R ag barr	ABCB6 inh 2	Vif imaging	Exocytosis inh	TLR9-MyD88 block
CC(O)CNc1nc2c(c(=O)n(Cc3ccc(Cl)cc3)c(=O)n2C)n1C (stereo unspecified)
  10	-2	4	6	-0.1	-1.6	97	0	3	-3
O=S(=O)(Nc1ccc(Cl)cc1)c1cccc2nsnc12
  10	-1	6	3	0.1	-2.8	97	6	0	4

# Three entries out of the list above, arranged by their value in ABCB6 inh 2, largest number first:
SMILES,ABCB6 inh 2
CCCC1(CCC)NC(=O)N(CC(=O)Nc2ccccc2OC)C1=O,101
O=C(NNS(=O)(=O)c1ccc(CCCl)cc1)C(O)(c1ccccc1)c1ccccc1,100
CCCNC(=O)c1ccc2c(=O)n(Cc3ccco3)c(=S)[nH]c2c1,94

# Part of the list above in order of length of the SMILES, ascending.
SMILES,MC4R antagonist,Glyco luc inh,NOD2 RIPK2 PPI,ABHD5 PLIN5 PPI,aDG glyco act,MC4R ag barr,ABCB6 inh 2,Vif imaging,Exocytosis inh,TLR9-MyD88 block
COc1cc(Cl)ccc1OCc1cc(C(=O)N2CCCCCC2)no1,5,0,-5,2,0.9,-1.4,99,4,3,-12
CCN1CCN(C(c2cccs2)C(C)NS(=O)(=O)c2ccc(F)cc2)CC1 (stereo unspecified),11,0,-1,5,-0.2,1.1,97,-2,0,-1
CCN(C(=O)CN1CCCCCC1)c1c(N)n(Cc2ccccc2)c(=O)[nH]c1=O,7,0,-8,-5,0.3,0.4,108,3,0,-4

# Screening data deposited in PubChem BioAssay by several laboratories.
